Compound activity as filed in PubChem.
PG9 Ab binder: small molecules binding HIV-1 gp120 antibody PG9. TR-FRET gp120-PG9 antibody binding. hit rate 0.43% among 360,000. inhibition, % at 6.7 µM. AID 624416; in the data active = inhibition above about 8.5%
TCR CD3 inh: inhibitors of human TCR-CD3 interaction | hit rate 0.37% among 360,000 | inhibition, % at 9.4 µM | TAMRA-labeled TCR probe fluorescence, biochemical; in the data active = inhibition above about 19%;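 note: recombinant mutant TCR 2C K166C tagged with TAMRA read by polarization; 0% = receptor in buffer alone and 100% = receptor with positive control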
PRMT1 FP inh: PRMT1 (human) inhibition, primary screen | hit rate 1.3% among 370,000 | recombinant PRMT1, activity-based probe fluorescence polarization | inhibition, % at 2.79 µM;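 active = inhibition above about 21% made by adding two undisclosed values, limit read from the data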
Rev-erbA mod: Rev-erb alpha (human) modulation; P20393; Rev-erbα–FITC-DNA binding, fluorescence polarization, 90 min; activity, % at 10 µM; hit rate 0.79% among 370,000;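 active = activity above about 14%, limit read from the data; passing the limit was not always enough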;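 note: 0% = DMSO wells with 35 nM protein and 100% = DMSO wells with 750 nM protein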
MBD2 inh: inhibitors of human MBD2 binding to methylated oligonucleotide; inhibition, % at 4.4 µM; hit rate 0.31% among 370,000; AID 686964; Q9UBB5; TR-FRET; in the data active = inhibition above about 13%
Target sequence (Q9UBB5 whole entry, looked up): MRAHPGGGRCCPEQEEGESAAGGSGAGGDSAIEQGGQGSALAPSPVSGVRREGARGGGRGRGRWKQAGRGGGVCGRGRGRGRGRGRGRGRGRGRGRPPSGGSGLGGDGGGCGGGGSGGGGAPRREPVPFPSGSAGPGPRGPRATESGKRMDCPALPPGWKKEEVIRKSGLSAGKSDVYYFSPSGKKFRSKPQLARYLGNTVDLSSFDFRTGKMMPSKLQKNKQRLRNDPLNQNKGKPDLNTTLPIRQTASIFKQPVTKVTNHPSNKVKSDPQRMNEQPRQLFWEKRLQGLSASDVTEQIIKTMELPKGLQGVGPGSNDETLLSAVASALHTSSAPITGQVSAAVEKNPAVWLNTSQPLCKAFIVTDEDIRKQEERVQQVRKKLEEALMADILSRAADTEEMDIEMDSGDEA
rCAG RNA binder: molecules binding r(CAG) RNA repeats | hit rate 1.3% among 370,000 | r(CAG) RNA repeat, TO-PRO-1 dye displacement fluorescence | inhibition, % at 3 µM;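 active = inhibition above the plate cutoff, the mean of all test compounds on that plate plus 3 SD, cut at about 35% in these data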;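 note: 0% = DMSO alone and 100% = 100 µM mitoxantrone as full dye displacement; higher means more dye released from RNA so lower well fluorescence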
LEDGF integ inh: blocks HIV-1 LEDGF/p75-dependent DNA integration | TR-FRET IN-LEDGF/p75 DNA integration, Eu/Cy5 | AID 743269 | hit rate 0.64% among 370,000 | inhibition, % at 3.7 µM;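 active = inhibition above the screen-wide mean plus 3 SD, cut at about 13% in these data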;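 note: signal is the Cy5 over europium emission ratio at 671 and 618 nm; 0% = plate median of compound wells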
mABHD4 FP: ABHD4 (mouse) inhibition, primary FP screen; Q8VD66; purified mABHD4, FP-Rh probe fluorescence polarization; inhibition, % at 8.92 µM; hit rate 0.54% among 370,000; AID 720543;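 active = inhibition exceeding the mean over every tested compound plus 3 SD, cut at about 30% in these data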;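 note: 0% = plate median of compound wells and 100% = S159A mutant with DMSO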
Target sequence (Q8VD66 whole entry, looked up): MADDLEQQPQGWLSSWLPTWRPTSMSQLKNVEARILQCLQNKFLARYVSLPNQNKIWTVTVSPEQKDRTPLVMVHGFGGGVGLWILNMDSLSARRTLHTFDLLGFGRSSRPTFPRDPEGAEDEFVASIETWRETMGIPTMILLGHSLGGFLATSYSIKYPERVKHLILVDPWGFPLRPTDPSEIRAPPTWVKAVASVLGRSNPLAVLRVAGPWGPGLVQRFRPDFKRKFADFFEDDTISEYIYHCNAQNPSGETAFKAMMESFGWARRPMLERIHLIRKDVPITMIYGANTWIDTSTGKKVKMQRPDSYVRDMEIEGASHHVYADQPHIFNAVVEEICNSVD
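assay system = mABHD4 protein | compound dosing = single nominal dose of 8.92 µM, 0.89% DMSO final | read-out basis = percent inhibition of probe binding, normalized to plate controls | schedule = Enzyme–compound pre-incubation 45 min, then probe 60 min, both 25 °C | detection = fluorescence polarization, excitation 525 nm, emission 598 nm, BODIPY TMR filters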
UHRF1 MBD2 ctr: human UHRF1 methylated DNA binding inhibitors; UHRF1 binding to methylated oligo, TR-FRET; inhibition, % at 4.4 µM; hit rate 0.75% among 370,000; in the data active = inhibition above about 21%;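 note: UHRF1 SRA domain binding a hemimethylated CpG hairpin DNA probe; 0% = median of test compound wells and 100% = reference inhibitor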
HTRA1 inhibitor: inhibitors of human serine peptidase HTRA1; inhibition, % at 5.96 µM; AID 504803; hit rate 0.5% among 340,000; Q92743; recombinant HTRA1, FP-rhodamine activity-based probe, fluorescence polarization; in the data active = inhibition above about 36%;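 note: 0% = enzyme with DMSO and 100% = wells lacking enzyme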
* marks the source's active call; other numbers are inactive results; / = no result given. These rows are one share of the data, so the mix of outcomes need not match the whole.

SMILES	PG9 Ab binder	TCR CD3 inh	PRMT1 FP inh	Rev-erbA mod	MBD2 inh	rCAG RNA binder	LEDGF integ inh	mABHD4 FP	UHRF1 MBD2 ctr	HTRA1 inhibitor
CCOc1ccc(NS(=O)(=O)c2ccc(OCC(=O)NCCCOC)cc2)cc1	0.3	8	-2	1	-6	-6	-5	1	-1	2
COC(=O)CCCCCCCCC(O)CN(C)C (configuration not stated)	-0.3	-8	3	-1	2	-2	-4	1	1	-4
O=C(NC1CCCCC1)c1cc(Cl)ccc1[N+](=O)[O-]	2.3	3	-3	0	1	-4	-1	3	-1	0
CCOC(=O)c1c(-c2ccc(C)cc2)csc1NC(=O)C1CCCO1 (configuration not stated)	-2.5	2	1	9	-3	-3	-1	0	-2	-16
CC(=O)N1C[C@H]2CON(C)[C@H]2C[C@H]1c1ccccc1Br	-0.8	7	-1	3	0	1	4	3	-2	4
CCN1CCN(C(c2ccccc2)c2sc3nc(C)nn3c2O)CC1 (configuration not stated)	-0.9	-8	3	2	2	-1	-1	0	1	4
Nn1c(=S)[nH]nc(Cc2ccc(O)cc2)c1=O	1.4	-6	1	2	4	-4	2	0	2	7
COc1ccc(CN(C(=O)c2cccs2)c2ccccc2C(=O)O)cc1	0.6	2	0	-2	-2	2	-3	8	2	1
Cc1cccc(NC(=O)CNC(=O)COC(=O)c2ccco2)c1C	-0.2	3	-5	4	0	4	6	5	14	-3
COc1cc(OC)cc(C(=O)Nc2nc(-c3ccccc3)c(-c3ccccc3)o2)c1	-2.8	4	2	-3	-5	4	1	-1	-4	-6
Cn1c(COc2ccccc2Br)nc2ccccc21	-1.5	-2	-1	0	0	-2	0	-5	0	-9
COc1ccc(S(N)(=O)=O)cc1C(=O)NCC1(N2CCCCC2)CCCCC1	1.2	5	-3	-2	0	-1	0	-3	0	2
Cc1ccc(S(=O)(=O)N2CCCCC2)cc1NC(=O)CCN1C(=O)C2CC=CCC2C1=O (configuration not stated)	-0.9	9	1	-6	0	2	3	0	-1	9
Cc1ccc(CSc2nc3ccncc3[nH]2)cc1	0.2	6	-3	5	-2	5	-4	1	0	0
CN(CC1CCCO1)S(=O)(=O)c1ccc(C(=O)Nc2ccccc2F)cc1 (configuration not stated)	-1.6	3	0	-5	3	-7	-4	-2	2	1
COc1ccccc1N1CCN(C(c2ccc(C)cc2)c2nnnn2C(C)C)CC1 (configuration not stated)	-1.1	-8	-1	-5	6	-4	0	0	0	-10
COc1ccccc1OCC(=O)Nc1ccc2c(c1)n(C)c(=O)n2C	2.4	-3	-9	2	-5	-2	5	-2	-1	2
COc1ccc(CN2CCC(=O)N([C@H](CO)c3ccccc3)CC2)cc1OC	-2.4	8	-1	-1	0	-6	2	5	1	11
CC(SC(=S)N1CCCC1)C(=O)O (configuration not stated)	-0.9	1	-1	4	3	-2	0	2	24*	/
O=C(CSCc1ccccc1)NC1CCSC1=O (configuration not stated)	-2.3	8	13	-2	-2	5	2	1	0	-7
O=C1c2ccccc2C(=O)N1Cc1nc2ccccc2o1	-1.4	-5	3	1	-2	-3	-5	3	4	-5
Cc1sc(-n2c(C)ccc2C)c(C#N)c1C	-2.6	4	7	0	1	3	0	2	-1	-4
C=CCNC(=O)C(C(=O)OCC)C1CCCCC1 (configuration not stated)	-0.6	-6	5	-1	1	5	5	-6	5	-3
CC(C)Oc1cc(C(=O)NC2CCCCC2)c2ccccc2n1	0.3	1	1	2	4	-3	-1	-2	5	5
O=C(CSc1nc2c(cnn2-c2ccccc2)c(=O)[nH]1)NC1CCS(=O)(=O)C1 (configuration not stated)	-1.8	-1	-4	0	-2	5	-2	0	0	-2
O=C(NCc1ccc(N2CCCC2=O)cc1)Nc1cccc(Cl)c1	-1.5	6	-2	-2	-3	0	1	-10	-2	-1
C=CCn1c(SCC(=O)Nc2cc(Cl)ccc2C(=O)O)nc2sc(C)c(C)c2c1=O	-0.1	1	-1	1	-1	25	4	-30	-1	-4
Cc1ccc(-c2nc3c4ccccc4ccn3c2Cc2ccsc2)cc1	0.4	-6	1	7	6	4	-1	-4	18	/
COc1ccc(-n2nnc3c(=O)n(CC(=O)N4CCC(C)CC4)cnc32)cc1	1.0	-5	-4	3	3	-3	1	-2	-1	-5
O=C(COc1ccccc1Cl)Nc1ccccc1C(=O)N1CCCCC1	-1.9	2	-4	4	-2	-7	1	10	-1	-4
O=C(COC(=O)c1ccccc1)NCc1cccs1	-1.1	-14	-2	-3	-1	2	4	-4	2	-4
CCN1C(=O)[C@H]2[C@@H](c3ccc(-c4ccc5c(c4)OCO5)cc3)N3CCC[C@@]3(C(=O)OC)[C@H]2C1=O	2.2	3	-1	5	2	0	3	-6	-1	0
CCCCCCCC(=O)N1CCN(c2cc3c(cc2F)c(=O)c(C(=O)O)cn3CC)CC1	-2.3	8	-3	-4	-7	-4	2	-3	0	2
O=c1oc2ccccc2c(Nc2cccc3cccnc23)c1[N+](=O)[O-]	-0.6	3	-4	3	-4	4	7	19	-6	5
Cc1ccc(C(=O)C=Cc2cccc(C)c2)cc1	-1.4	0	2	-2	-1	5	0	-4	3	-11
O=C(CN1CCN(Cc2ccccc2Cl)CC1)N/N=C/C=C/c1ccco1	-2.2	0	3	0	1	4	0	8	-3	/
COc1ccccc1N(C)S(=O)(=O)c1ccc(C(=O)NCc2ccc3c(c2)OCO3)cc1	-1.7	0	2	3	0	1	-9	-3	3	-12
COc1ccc2nc(C)cc(Nc3cccc(C(=O)O)c3)c2c1	-1.3	5	-2	0	-5	-1	4	4	-4	-1
CC1C(=O)N(Cc2cn(CCC3OCCO3)nn2)CCS(=O)(=O)N1Cc1ccc(-c2ccncc2)cc1 (configuration not stated)	-1.1	0	-3	6	-3	3	-4	4	-1	-1
CC(C)N1C(=O)c2ccccc2C1C(=O)NCCc1ccccc1 (configuration not stated)	-0.2	3	1	-3	-2	2	-7	-2	2	8
O=S(=O)(c1ccccc1)N1CCN(c2ncnc3scc(-c4ccccc4)c23)CC1	-2.5	7	4	0	-3	4	5	-6	-3	-32
CCc1ccccc1NC(=O)c1ccc(F)c(S(=O)(=O)N2CCC(C(N)=O)CC2)c1	-3.0	-1	3	-5	2	3	6	-6	0	2
CCOc1ccc(CCNC(=O)c2cccc3c2C(=O)N(CCOC)C3)cc1OCC	-0.9	3	-5	2	-3	-9	7	-2	-1	-3
CNC(=S)N1CCN(c2c(F)cc3c(=O)c(C(=O)O)cn(C4CC4)c3c2OC)CC1C (configuration not stated)	1.7	5	0	2	-1	4	1	1	-1	-6
CCN1CCN(c2nc3c(C)cccn3c(=O)c2/C=C(\C#N)C(=O)NCCOC)CC1	-0.7	-11	23*	-2	-7	-7	5	-9	1	5

Reformatted bar-delimited: part of the list above.
SMILES | PG9 Ab binder | TCR CD3 inh | PRMT1 FP inh | Rev-erbA mod | MBD2 inh | rCAG RNA binder | LEDGF integ inh | mABHD4 FP | UHRF1 MBD2 ctr | HTRA1 inhibitor
COc1ccc2nc(C)cc(Nc3cccc(C(=O)O)c3)c2c1 | -1.3 | 5 | -2 | 0 | -5 | -1 | 4 | 4 | -4 | -1
CCN1CCN(c2nc3c(C)cccn3c(=O)c2/C=C(\C#N)C(=O)NCCOC)CC1 | -0.7 | -11 | 23* | -2 | -7 | -7 | 5 | -9 | 1 | 5

Further records:
SMILES	PG9 Ab binder	TCR CD3 inh	PRMT1 FP inh	Rev-erbA mod	MBD2 inh	rCAG RNA binder	LEDGF integ inh	mABHD4 FP	UHRF1 MBD2 ctr	HTRA1 inhibitor
COC(=O)c1ccc(N/C=C/C(=O)c2ccc(OC)c(OC)c2)cc1	-0.8	-9	-1	23*	2	5	6	-2	19	-2
COc1cc(/C=C/C(=O)OCC(=O)NCCCc2ccccc2)cc(OC)c1OC	-1.8	6	-3	4	2	-3	2	-6	9	-11
Cc1cc(C)cc(NC(=O)C2CCCC2)c1	-3.5	3	-4	-3	6	-2	3	-3	-3	-6
COc1ccccc1OCCCC(=O)NCc1ccco1	0.0	5	4	-5	-5	3	0	-5	-2	-5
NC(=NCCc1c[nH]c2ccccc12)NC(=O)c1ccc(Cl)cc1	-2.8	-6	-1	3	0	7	5	-8	2	-16
Cc1ccnc(NC(=O)CNC(=O)c2ccco2)c1	0.8	7	-1	-3	2	-3	0	1	0	2
Cc1nc(C(N)=O)c(N)n1CCc1ccccc1	0.1	-6	3	0	8	-2	1	-17	2	5
CCOC(=O)N1CCN(c2ccc(N3C(=O)CCCC3=O)cc2[N+](=O)[O-])CC1	-1.9	2	-7	4	0	-4	0	0	-3	-2
O=C1CC(N2CCN(c3ccccc3)CC2)C(=O)N1c1ccc2c(c1)OCO2 (configuration not stated)	-1.5	-1	9	-4	2	-4	4	-2	4	2

An excerpt from above in order of length of the SMILES, ascending:
SMILES	PG9 Ab binder	TCR CD3 inh	PRMT1 FP inh	Rev-erbA mod	MBD2 inh	rCAG RNA binder	LEDGF integ inh	mABHD4 FP	UHRF1 MBD2 ctr	HTRA1 inhibitor
Cc1cc(C)cc(NC(=O)C2CCCC2)c1	-3.5	3	-4	-3	6	-2	3	-3	-3	-6
COc1ccccc1OCCCC(=O)NCc1ccco1	0.0	5	4	-5	-5	3	0	-5	-2	-5
Cc1nc(C(N)=O)c(N)n1CCc1ccccc1	0.1	-6	3	0	8	-2	1	-17	2	5
Cc1ccnc(NC(=O)CNC(=O)c2ccco2)c1	0.8	7	-1	-3	2	-3	0	1	0	2
CC(C)N1C(=O)c2ccccc2C1C(=O)NCCc1ccccc1 (configuration not stated)	-0.2	3	1	-3	-2	2	-7	-2	2	8
NC(=NCCc1c[nH]c2ccccc12)NC(=O)c1ccc(Cl)cc1	-2.8	-6	-1	3	0	7	5	-8	2	-16
COC(=O)c1ccc(N/C=C/C(=O)c2ccc(OC)c(OC)c2)cc1	-0.8	-9	-1	23*	2	5	6	-2	19	-2
CCOc1ccc(CCNC(=O)c2cccc3c2C(=O)N(CCOC)C3)cc1OCC	-0.9	3	-5	2	-3	-9	7	-2	-1	-3
O=C1CC(N2CCN(c3ccccc3)CC2)C(=O)N1c1ccc2c(c1)OCO2 (configuration not stated)	-1.5	-1	9	-4	2	-4	4	-2	4	2
O=S(=O)(c1ccccc1)N1CCN(c2ncnc3scc(-c4ccccc4)c23)CC1	-2.5	7	4	0	-3	4	5	-6	-3	-32
CCN1CCN(c2nc3c(C)cccn3c(=O)c2/C=C(\C#N)C(=O)NCCOC)CC1	-0.7	-11	23*	-2	-7	-7	5	-9	1	5
CCc1ccccc1NC(=O)c1ccc(F)c(S(=O)(=O)N2CCC(C(N)=O)CC2)c1	-3.0	-1	3	-5	2	3	6	-6	0	2
COc1ccccc1N(C)S(=O)(=O)c1ccc(C(=O)NCc2ccc3c(c2)OCO3)cc1	-1.7	0	2	3	0	1	-9	-3	3	-12
CNC(=S)N1CCN(c2c(F)cc3c(=O)c(C(=O)O)cn(C4CC4)c3c2OC)CC1C (configuration not stated)	1.7	5	0	2	-1	4	1	1	-1	-6
CC1C(=O)N(Cc2cn(CCC3OCCO3)nn2)CCS(=O)(=O)N1Cc1ccc(-c2ccncc2)cc1 (configuration not stated)	-1.1	0	-3	6	-3	3	-4	4	-1	-1
